# Compound activity (PubChem BioAssay)
# p-CIP stab down: p/CIP-EGFP fusion destabilizers, primary screen, fluorescence, F442A cells | AID 1984, 2009 | decrease of EGFP signal, % at 10 µM | 290,000 compounds, 0.01% hits | 16 h;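 active means EGFP signal decrease of at least 30% at 10 µM or well 3 SD below plate mean, unless failing retest; inactive means the rest, including hits failing retest or dose response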; further: some compounds called inactive have numbers as strong as hits; many of its hits are not listed in these tables
# Target sequence (Q05BA5 1-1403): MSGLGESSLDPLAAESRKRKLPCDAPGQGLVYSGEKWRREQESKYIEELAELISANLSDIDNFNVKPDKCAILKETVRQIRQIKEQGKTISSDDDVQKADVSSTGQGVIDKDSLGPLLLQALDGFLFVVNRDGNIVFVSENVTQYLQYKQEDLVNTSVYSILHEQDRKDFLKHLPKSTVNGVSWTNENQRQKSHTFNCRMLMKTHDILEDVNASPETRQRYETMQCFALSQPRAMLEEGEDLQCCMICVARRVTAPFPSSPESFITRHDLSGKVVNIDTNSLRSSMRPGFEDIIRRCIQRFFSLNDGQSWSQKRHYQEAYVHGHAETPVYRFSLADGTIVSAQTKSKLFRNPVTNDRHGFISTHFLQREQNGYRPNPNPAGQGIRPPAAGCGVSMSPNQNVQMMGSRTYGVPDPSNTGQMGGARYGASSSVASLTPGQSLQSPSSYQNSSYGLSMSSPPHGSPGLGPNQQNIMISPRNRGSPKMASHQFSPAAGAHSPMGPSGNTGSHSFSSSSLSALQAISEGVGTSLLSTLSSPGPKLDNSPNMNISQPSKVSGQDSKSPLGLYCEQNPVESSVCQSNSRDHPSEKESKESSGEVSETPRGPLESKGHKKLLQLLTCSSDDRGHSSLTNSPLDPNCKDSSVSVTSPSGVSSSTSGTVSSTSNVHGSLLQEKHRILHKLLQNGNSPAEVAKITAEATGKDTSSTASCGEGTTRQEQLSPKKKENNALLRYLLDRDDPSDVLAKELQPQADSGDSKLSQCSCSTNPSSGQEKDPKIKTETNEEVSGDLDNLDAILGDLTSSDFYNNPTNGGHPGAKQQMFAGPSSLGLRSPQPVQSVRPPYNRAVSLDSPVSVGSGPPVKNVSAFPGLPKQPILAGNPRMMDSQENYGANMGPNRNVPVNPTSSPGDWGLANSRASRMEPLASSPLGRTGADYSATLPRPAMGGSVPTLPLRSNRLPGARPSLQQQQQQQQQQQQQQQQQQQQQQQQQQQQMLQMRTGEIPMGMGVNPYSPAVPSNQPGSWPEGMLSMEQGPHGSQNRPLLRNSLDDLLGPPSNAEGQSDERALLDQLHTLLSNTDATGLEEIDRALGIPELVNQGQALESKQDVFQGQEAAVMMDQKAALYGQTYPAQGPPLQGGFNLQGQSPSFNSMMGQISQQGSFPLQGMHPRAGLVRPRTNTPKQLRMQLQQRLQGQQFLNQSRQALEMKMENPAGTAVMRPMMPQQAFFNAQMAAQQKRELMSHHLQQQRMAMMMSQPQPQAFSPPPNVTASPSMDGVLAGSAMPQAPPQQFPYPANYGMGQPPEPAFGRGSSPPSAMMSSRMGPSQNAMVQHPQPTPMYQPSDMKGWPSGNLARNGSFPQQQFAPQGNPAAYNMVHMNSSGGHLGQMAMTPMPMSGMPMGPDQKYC
# IDE cell inh: human IDE inhibitors in live cells, primary screen, fluorescence polarization, HEK cells, FAbetaB substrate | Insulin-degrading enzyme (Homo sapiens), P14735 | FAbetaB cleavage | inhibition, % at 5.59 µM | 320,000 compounds, 0.41% hits;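 active means percent inhibition above the average of all tested compounds plus 3 SD, set per screening campaign, cut at about 16% in these data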;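 further: IDE supplied by intact live HEK cells; FP after avidin binding of uncleaved biotin substrate so inhibition keeps polarization high; 0% = DMSO wells and 100% = 60 µM reference IDE inhibitor Ii1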
# MEKK2 mut-MEK5: MEK5 binding signal on mutant MEKK2 PB1, primary screen, biochemical, multiplex bead flow cytometry, Alexa488-MEK5 | Alexa488-MEK5 binding to MEKK2 mutant | percent response, % at 10 µM | 290,000 compounds, 0.35% hits; in the data active means percent response above about 24%, passing the limit was not always enough; further: inactives centre near 1; some results filed as inactive read as strong as hits; reference of the scale not given here
# MEKK3 PB1 HTS: modulators of MEKK3-MEK5 PB1 binding, primary screen, biochemical, wildtype MEKK3, multiplex bead flow cytometry, Alexa488-MEK5. Mitogen-activated protein kinase kinase kinase 3 (Homo sapiens), Q99759. binding response (% of control), % at 10 µM. 290,000 compounds, 1.4% hits. bead-based flow cytometry, Alexa488-MEK5 binding to MEKK3; actives lie on both sides; 0 = blocked by unlabeled MEK5, 100 = vehicle;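 active means binding response more than 3 SD above or below the average of its plate-row segment, actives on both sides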;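 further: Alexa488 bead fluorescence after subtracting the streptavidin-only scavenger bead signal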
# NALP1 yeast inh: NALP1 inflammasome inhibitors in reconstituted yeast, colorimetric, S. cerevisiae, triplicate retest; S. cerevisiae NALP1/ASC/caspase-1 growth, X-gal OD620, 72 h; inhibition, % at 10 µM; 280,000 compounds, 0.61% hits; AID 2071, 2009; in the data active means inhibition mostly above about 24%, no sharp cut-off; inactive means mostly below about 32%; further: some compounds called inactive have numbers as strong as hits
# MEKK2wt PB1 HTS: modulators of MEK5 binding to wildtype MEKK2, primary screen, biochemical, multiplex bead flow cytometry, Alexa488-MEK5 | AID 1531, 2009 | 290,000 compounds, 1.1% hits | Alexa488-MEK5 binding to MEKK2 WT; actives lie on both sides | binding response (% of control), % at 10 µM; in the data active means binding response below about 67% or above about 130%
# M18AAP inhibitor: PfM18AAP inhibitors, malaria aminopeptidase, primary screen, biochemical, QFRET, recombinant enzyme. M18 aspartyl aminopeptidase (Plasmodium falciparum 3D7). H-Glu-NHMec fluorogenic cleavage. inhibition, % at 7.35 µM. 290,000 compounds, 1.2% hits. AID 1822, 2009;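 active means inhibition above the campaign mean inhibition over all tested compounds plus 3 SD, cut at about 28% in these data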;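 further: 0% = plate median of test compound wells and 100% = 2 mM ZnCl2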
# UBC9 SUMO inh: inhibitors of in vitro SUMOylation cascade, primary screen, biochemical, HTRF, uHTS; SUMO-conjugating enzyme UBC9 (Homo sapiens), P63279; HTRF SUMOylation assay, SAE1/SAE2 + UBC9; inhibition, % at 35 µM; 290,000 compounds, 0.36% hits; in the data active means inhibition above about 50%, passing the limit was not always enough; further: strong numbers were not always called active
# IDE act: human IDE activators in live cells, primary screen, fluorescence polarization, HEK cells, FAbeta-B substrate; 340,000 compounds, 0.073% hits; FAbeta-B cleavage; 0% vehicle, 100% cell-free pure enzyme wells; activation, % at 5.96 µM; Insulin-degrading enzyme (Homo sapiens), P14735;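 active means activation above the mean of all tested compounds plus 3 SD, set per screening campaign, cut at about 17% in these data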
# An asterisk follows results filed as active; · = no result given.
IDE cell inh,MEKK3 PB1 HTS,UBC9 SUMO inh,MEKK2wt PB1 HTS,p-CIP stab down,M18AAP inhibitor,MEKK2 mut-MEK5,IDE act,NALP1 yeast inh,smiles
-0.4,105.0,3.3,102.0,-13.0,-3.0,2.0,-2.1,8.2,Cc1ccc(C(=O)CN2C(=O)c3ccccc3S2(=O)=O)cc1
20.6*,102.0,-0.2,100.0,7.6,23.5,0.0,1.6,6.8,CCCC(=O)Nc1c(O)c2ccccc2[nH]c1=O
17.2*,96.0,6.0,93.0,-13.0,37.4*,0.0,-18.4,-8.1,Nc1c(C(=O)NCCc2ccccc2)sc2nc(N3CCOCC3)c3c(c12)CCCC3
-1.1,93.0,20.5,97.0,-5.5,-1.5,-2.0,2.6,24.2,CC12CCC(C(=O)Nc3ccccc3Cl)(C(Br)C1=O)C2(C)C (stereo not given)
2.3,99.0,10.5,99.0,-2.2,0.1,0.0,-5.0,12.5,Cc1onc(-c2ccccc2Cl)c1C(=O)Nc1ccc(-c2nnc3n2CCCCC3)cc1
-3.0,102.0,0.8,100.0,-1.1,4.0,3.0,0.1,2.3,CCn1cnc2cc(NC(=O)c3ccc(C)cc3)ccc21
9.5,103.0,13.1,100.0,12.6,2.9,0.0,-3.2,-5.6,CS(=O)(=O)NCCNC(=O)c1cc(OCC(F)(F)F)ccc1OCC(F)(F)F
0.8,97.0,10.7,87.0,-2.5,15.9,-12.0,-6.1,-4.2,COCCNC(=O)/C(C#N)=C/c1ccc2c(c1)OCO2
1.1,106.0,0.5,115.0,-1.4,-0.2,10.0,-3.7,7.0,NS(=O)(=O)c1ccc(CCNC(=O)c2ccc(Cl)s2)cc1
4.5,91.0,5.2,89.0,11.2,17.4,-8.0,-2.8,1.5,O=C(CSc1nc2[nH]ncc2c(=O)[nH]1)Nc1ccccc1
0.8,95.0,-38.0,104.0,-3.8,0.1,9.0,4.5,16.0,COc1cccc(OC)c1C(=O)NC(C)c1ccccc1 (stereo not given)
-1.7,102.0,2.5,127.0,-11.2,-2.1,11.0,5.0,30.9,CN1CCN(c2ccc(NC(=O)c3ccc(-c4cccc([N+](=O)[O-])c4)o3)cc2)CC1
5.9,104.0,19.2,105.0,-3.2,54.3*,9.0,4.5,0.5,CC(=O)Oc1cc(O)c2c(c1)OC(c1ccc(OC(C)=O)c(OC(C)=O)c1)C(OC(C)=O)C2=O (stereo not given)
3.5,99.0,16.8,94.0,-7.5,-14.4,-6.0,-1.0,9.8,Cc1cccc(-n2nnc(C(=O)NCc3ccccc3)c2N)c1
-2.1,101.0,11.3,101.0,-8.0,-13.3,15.0,-7.8,19.4,COC(=O)n1c(SC)nc2ccccc21
-7.9,110.0,1.8,103.0,-4.0,4.8,-1.0,1.6,6.4,CCOc1ccc(OCC(=O)Nc2nccs2)cc1
-3.7,96.0,4.6,97.0,-2.4,-1.5,-12.0,-0.9,·,O=c1c2ccccc2nc(SCc2ccccc2)n1CC1CCCO1 (stereo not given)
-0.1,104.0,3.2,107.0,-13.0,-14.3,1.0,1.4,15.1,CNC(=O)c1cc(S(=O)(=O)Nc2ccc3c(c2)OCCO3)ccc1C
-3.2,90.0,1.1,91.0,-5.7,-2.4,-6.0,0.1,6.1,Cc1ccc(C)c(N2C(=O)CS/C2=N\NC(=O)c2ccccc2Cl)c1
-0.5,103.0,7.5,103.0,-1.0,-3.8,9.0,-1.3,-13.0,COC(=O)c1cccc(COC(=O)c2cccnc2SC)c1
7.7,·,11.6,·,-13.3,3.3,·,-1.6,9.8,CCOc1ccc(NC(=O)c2ccc(F)c(S(=O)(=O)N3CCN(c4ccccn4)CC3)c2)cc1
0.9,101.0,0.0,106.0,-22.1,1.2,2.0,-4.9,-8.6,C/C(=N\Nc1cc(N2CCOCC2)ncn1)c1ccccc1
3.8,106.0,2.4,109.0,-9.4,-6.3,3.0,0.5,19.9,O=C(NCc1nnc(SCC(=O)N2CCN(c3ccccc3)CC2)o1)c1ccco1
-4.1,101.0,1.4,102.0,-3.4,2.1,-2.0,6.6,·,O=C(NCc1ccc(F)cc1)C1CCC(CNc2c(N3CCOCC3)c(=O)c2=O)CC1 (stereo not given)
0.3,99.0,18.7,99.0,-8.0,-8.0,-2.0,-3.7,·,O=C(Nc1ccnc(=O)[nH]1)c1sc2ccccc2c1Cl
-3.0,89.0,14.6,97.0,-14.6,-5.9,-12.0,8.4,16.3,CC(C)(C)c1ccc(C(=O)O)c(C(=O)c2ccc(C(=O)O)cc2)c1
5.0,102.0,-0.4,100.0,-12.7,4.0,3.0,-1.0,-12.7,Cc1ccccc1/C=c1\s/c(=C\C(=O)C(C)(C)C)[nH]c1=O
-0.9,·,51.4*,·,-13.5,14.8,·,1.1,-19.9,O=C(NC1CCCC1)c1ccc2nc(-c3ccco3)c(-c3ccco3)nc2c1
-3.1,103.0,40.7,100.0,-8.6,1.4,4.0,1.2,-10.7,Cc1ccc(OCC(=O)NN=C2c3ccccc3-c3ccccc32)cc1
3.3,99.0,8.9,98.0,-16.1,57.5*,5.0,6.9,15.4,CCN(CC)P(=O)(Nc1ccc([N+](=O)[O-])cc1)c1c(C)nn(CCC#N)c1NC(=O)c1ccc(Cl)cc1 (stereo not given)

# 2 successive records from above, for reference:
IDE cell inh,MEKK3 PB1 HTS,UBC9 SUMO inh,MEKK2wt PB1 HTS,p-CIP stab down,M18AAP inhibitor,MEKK2 mut-MEK5,IDE act,NALP1 yeast inh,smiles
-0.4,105.0,3.3,102.0,-13.0,-3.0,2.0,-2.1,8.2,Cc1ccc(C(=O)CN2C(=O)c3ccccc3S2(=O)=O)cc1
20.6*,102.0,-0.2,100.0,7.6,23.5,0.0,1.6,6.8,CCCC(=O)Nc1c(O)c2ccccc2[nH]c1=O

# Further entries
IDE cell inh,MEKK3 PB1 HTS,UBC9 SUMO inh,MEKK2wt PB1 HTS,p-CIP stab down,M18AAP inhibitor,MEKK2 mut-MEK5,IDE act,NALP1 yeast inh,smiles
2.7,126.0*,10.6,121.0,-6.1,2.6,10.0,5.2,-66.1,CC(C(=O)NCc1cccnc1)N1C(=O)c2ccccc2C1=O (stereo not given)
1.4,105.0,-4.3,99.0,3.0,4.2,1.0,·,1.2,Cn1nnc(NC(=S)NC(=O)Cc2ccccc2)n1
1.1,103.0,-9.0,102.0,9.7,-9.6,-6.0,7.6,17.1,CCOc1ccc(NC(=O)CCc2nnc3ccc(N4CCN(C)CC4)nn23)cc1
-1.2,95.0,-3.9,101.0,-5.5,-6.9,-2.0,-0.5,-0.4,CCC(=O)Nc1ccc2c(c1)nc(CCN1CCN(C)CC1)n2C
0.3,99.0,4.3,99.0,0.5,-2.2,-2.0,-5.5,15.5,NS(=O)(=O)c1ccc(NC(=O)COC(=O)c2cc([N+](=O)[O-])ccc2Cl)cc1
-0.9,103.0,-10.0,103.0,-2.7,5.5,-2.0,-3.4,10.0,Brc1ccccc1C1N=C(c2ccccc2)NO1 (stereo not given)
2.6,100.0,15.0,100.0,-14.2,7.7,5.0,1.4,-14.7,CN(C(=O)c1ccc(Br)o1)C1CCS(=O)(=O)C1 (stereo not given)
-2.9,105.0,3.9,97.0,0.8,2.9,-2.0,6.4,31.8,O=C(NC(=S)Nc1ccc(S(=O)(=O)Nc2nccs2)cc1)c1ccc(Br)o1
0.7,98.0,9.6,85.0,-22.9,-20.9,-17.0,5.8,0.4,CCOC(=O)Cn1cnc2sc(C(=O)OC)c(C)c2c1=O
-3.3,101.0,16.9,99.0,-12.8,-7.5,8.0,2.0,-5.0,CC(=O)Nc1ccc(OCC(=O)N2CCC(Cc3ccccc3)CC2)cc1
-0.8,105.0,-30.0,106.0,-4.7,-1.5,2.0,3.0,18.2,O=C1NCCc2cc3c(cc21)OCO3
-4.3,102.0,3.0,102.0,-3.0,-17.2,2.0,5.3,0.2,O=C(O)C(CCCCN1C(=O)C2C3C=CC(C3)C2C1=O)N1C(=O)C2C3C=CC(C3)C2C1=O (stereo not given)
9.8,105.0,23.6,130.0,-16.2,3.2,18.0,-5.6,10.0,Cc1ccc2nc(-c3ccc(N4C(=N)SC5CS(=O)(=O)CC54)cc3)sc2c1 (stereo not given)
1.9,105.0,-5.7,104.0,-6.4,-2.8,16.0,6.0,30.8,Cc1cccc(NC(=S)NC(C)CCc2ccccc2)c1 (stereo not given)
0.7,105.0,-22.8,108.0,5.7,4.0,7.0,4.0,12.1,CC(=O)Nc1ccc(NC(=O)c2ccccc2Nc2ccccc2)cc1
1.5,100.0,1.6,100.0,-7.2,-70.3,-1.0,6.0,2.0,O=C(N/N=C/C1CC2CCC1C2)c1c[nH]c2ccccc12 (stereo not given)
12.4,94.0,10.7,91.0,-9.1,-8.1,-2.0,-3.2,9.3,COc1ccc(-c2cc(C(=O)NCCc3ccc(S(N)(=O)=O)cc3)c3ccccc3n2)cc1
-1.9,98.0,14.2,101.0,1.9,-1.9,6.0,-1.5,1.4,CC(=O)c1ccc(NC(=O)CSCCO)cc1
-1.6,103.0,-18.9,104.0,7.5,-6.0,2.0,-1.5,11.3,CC1Oc2ccccc2N(CC(=O)NCC2CCCO2)C1=O (stereo not given)
0.8,102.0,6.4,103.0,-5.1,4.3,6.0,4.5,14.5,O=C(COC(=O)CN1C(=O)c2ccccc2C1=O)NC1CCCCC1
5.7,96.0,1.1,98.0,3.3,·,-7.0,8.4,-6.3,COc1cc2c(c(OC)c1OC)-c1c(cc3c(c1OC)OCO3)C[C@H](C)[C@@](C)(O)C2

# Full records, looked up by structure.
# CC(=O)c1ccc(NC(=O)CSCCO)cc1 as listed: IDE cell inh = -1.9; MEKK3 PB1 HTS = 98.0; UBC9 SUMO inh = 14.2; MEKK2wt PB1 HTS = 101.0; p-CIP stab down = 1.9; M18AAP inhibitor = -1.9; MEKK2 mut-MEK5 = 6.0; IDE act = -1.5; NALP1 yeast inh = 1.4
# Cc1ccc2nc(-c3ccc(N4C(=N)SC5CS(=O)(=O)CC54)cc3)sc2c1 (stereo not given) as listed: IDE cell inh = 9.8; MEKK3 PB1 HTS = 105.0; UBC9 SUMO inh = 23.6; MEKK2wt PB1 HTS = 130.0; p-CIP stab down = -16.2; M18AAP inhibitor = 3.2; MEKK2 mut-MEK5 = 18.0; IDE act = -5.6; NALP1 yeast inh = 10.0
# Cn1nnc(NC(=S)NC(=O)Cc2ccccc2)n1 as listed: IDE cell inh = 1.4; MEKK3 PB1 HTS = 105.0; UBC9 SUMO inh = -4.3; MEKK2wt PB1 HTS = 99.0; p-CIP stab down = 3.0; M18AAP inhibitor = 4.2; MEKK2 mut-MEK5 = 1.0; IDE act = ·; NALP1 yeast inh = 1.2

# Random excerpt: three entries already listed.
IDE cell inh,MEKK3 PB1 HTS,UBC9 SUMO inh,MEKK2wt PB1 HTS,p-CIP stab down,M18AAP inhibitor,MEKK2 mut-MEK5,IDE act,NALP1 yeast inh,smiles
1.4,105.0,-4.3,99.0,3.0,4.2,1.0,·,1.2,Cn1nnc(NC(=S)NC(=O)Cc2ccccc2)n1
9.5,103.0,13.1,100.0,12.6,2.9,0.0,-3.2,-5.6,CS(=O)(=O)NCCNC(=O)c1cc(OCC(F)(F)F)ccc1OCC(F)(F)F
0.7,105.0,-22.8,108.0,5.7,4.0,7.0,4.0,12.1,CC(=O)Nc1ccc(NC(=O)c2ccccc2Nc2ccccc2)cc1

# Some of the compounds tested; count on the stated rates, not on these rows.
